N370S GC mod: qHTS Assay for Inhibitors and Activators of N370S glucocerebrosidase as a Potential Chaperone Treatment of Gaucher Disease; N370S GC spleen homogenate, 4MU-glucoside fluorescence; Potency, µM (titrated, usually from 59.4 µM), without a hit: at the top dose activity change, negative = inhibition, hits mostly inhibitors; 330,000 compounds, 0.092% hits;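 note: 0% = full enzyme activity and -100% = no enzyme basal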
FEN1 inhibitor: qHTS Assay for the Inhibitors of Human Flap endonuclease 1 (FEN1); 390,000 compounds, 0.35% hits; AID 588795, 2011; Potency, µM (doses to about 114 µM), for inactives: at the top dose activity change, negative = inhibition, actives largely listed as inhibitors; Recombinant FEN1 flap cleavage, fluorescence, 15 min; note: nearly all actives have a fitted effect of over 65% in size
Target sequence (P39748 whole entry, looked up): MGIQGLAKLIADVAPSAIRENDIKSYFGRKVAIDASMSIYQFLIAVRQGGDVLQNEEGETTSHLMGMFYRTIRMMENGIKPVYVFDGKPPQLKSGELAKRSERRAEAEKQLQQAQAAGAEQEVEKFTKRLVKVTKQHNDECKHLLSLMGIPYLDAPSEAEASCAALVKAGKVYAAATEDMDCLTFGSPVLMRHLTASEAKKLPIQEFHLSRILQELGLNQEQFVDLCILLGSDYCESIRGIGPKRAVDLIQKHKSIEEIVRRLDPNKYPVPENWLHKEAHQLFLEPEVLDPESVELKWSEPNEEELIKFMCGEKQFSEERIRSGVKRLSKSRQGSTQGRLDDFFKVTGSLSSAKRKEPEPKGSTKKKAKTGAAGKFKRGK
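In this screen, 50 nM flap DNA substrate was added to 10 nM FEN1 pretreated with compound for 15 min at room temperature; cleavage was followed with reads at 0 and 15 min, and Hill fitting gave concentration–response parameters.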
TDP1 block: qHTS Assay for Inhibitors of Tyrosyl-DNA Phosphodiesterase (TDP1). Tyrosyl-DNA phosphodiesterase 1 (Homo sapiens), Q9NUW8. recombinant TDP1, AlphaScreen DNA substrate cleavage. Potency, µM (series often up to 130 µM), inactives show at the top dose activity change, negative = inhibition, hits mostly inhibitors. 350,000 compounds, 0.28% hits; note: nearly all actives have a fitted effect of over 40% in size
Target sequence (Q9NUW8 whole entry, looked up): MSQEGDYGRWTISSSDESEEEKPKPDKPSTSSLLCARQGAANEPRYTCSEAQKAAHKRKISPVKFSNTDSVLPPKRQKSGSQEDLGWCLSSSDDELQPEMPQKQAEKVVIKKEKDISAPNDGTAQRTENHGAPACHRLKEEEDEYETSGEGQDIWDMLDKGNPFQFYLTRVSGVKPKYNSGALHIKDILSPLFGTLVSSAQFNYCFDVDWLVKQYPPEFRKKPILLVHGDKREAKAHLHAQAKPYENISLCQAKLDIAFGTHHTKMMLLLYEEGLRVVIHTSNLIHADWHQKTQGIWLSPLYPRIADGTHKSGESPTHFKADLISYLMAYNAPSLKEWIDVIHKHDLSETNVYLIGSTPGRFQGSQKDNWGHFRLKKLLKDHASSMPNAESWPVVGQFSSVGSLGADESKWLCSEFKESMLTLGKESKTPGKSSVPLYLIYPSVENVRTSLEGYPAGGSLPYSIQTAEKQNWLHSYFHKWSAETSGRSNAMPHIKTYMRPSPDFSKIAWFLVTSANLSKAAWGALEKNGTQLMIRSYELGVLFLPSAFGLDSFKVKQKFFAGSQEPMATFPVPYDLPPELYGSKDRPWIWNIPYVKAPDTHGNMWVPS
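Signal: AlphaScreen proximity between streptavidin donor and anti-FITC acceptor beads on intact substrate. Reaction: Tdp1 1 nM, substrate 15 nM final, 5 min RT after 15 min compound preincubation.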
Starred values were filed as active, the others as inactive; ? = inconclusive; · = not tested or not shown; & = joins results of further samples; [ ] = remark or other dose. Calls come from the whole dose curve; as a rule, active = well fitted curve in the direction sought with a large enough effect; inconclusive = small, poorly fitted or top-dose-only effect, or another doubt; inactive = no such curve, though single readings can be large; an effect the other way counts as inactive or inconclusive. Unless noted, % is set by controls: 0 for no effect and ±100 for the full control effect; potency is the fitted concentration of half-maximal effect.

(1) COc1cccc(C(O)c2nc3ccccc3n2C(C)C)c1 (stereo not given)
(2) Cc1ccc(NC(=O)COC(=O)CC2CC3CCC2C3)cc1S(=O)(=O)N1CCOCC1 (stereo not given)
(3) Cc1ccc(-n2ncc3c(Nc4ccccc4C)ncnc32)cc1
(4) CSc1nc(O)c(N=Nc2ccc(F)cc2F)c(=O)[nH]1
(5) Cc1cc2c(cc(C(=O)OCC(=O)NCc3cccs3)n2C(C)C)o1
(6) Cc1cc(OC(C)C(=O)NC(Cc2c[nH]c3ccc(O)cc23)C(=O)O)c2c(C)c(C)c(=O)oc2c1 (stereo not given)
(7) O=C(CSc1nc2ncc(Cl)cc2[nH]1)NC1CCS(=O)(=O)C1 (stereo not given)
(8) Brc1ccc(CSc2nnc(-c3cnccn3)n2Cc2ccco2)cc1
Screen / compound no.	1	2	3	4	5	6	7	8
N370S GC mod	2.6%	·	·	-6.0%	5.7%	-0.4%	8.2%	7.3%
FEN1 inhibitor	-0.6%	-19.6%	9.0%	10.4%	2.5%	-16.4%	2.0%	6.0%
TDP1 block	1.6%	-2.1%	4.7%	·	12.2%	·	2.7%	-5.3%

(9) O=C(O)[C@H]1CCCN(CCC=C(c2ccccc2)c2ccccc2)C1
(10) CCOc1cc(C(=O)N2CCC(CC3CC(c4ccc(Cl)cc4)=NO3)(C(=O)NCC3CCCCC3)CC2)cc(OCC)c1OCC (stereo not given)
(11) O=C(NCC(=O)N1CCN(c2ccccc2F)CC1)c1ccco1
(12) Cc1cc(C)c(-c2csc(Cc3nc(-c4cc5ccccc5oc4=O)cs3)n2)cc1C
(13) CC(=O)Nc1ccc(C(=O)CN2C(=O)NC3(CCCCCC3)C2=O)c(F)c1
(14) Cc1c(-c2nc(N)nc(Nc3ccccc3F)n2)oc2ccccc12
(15) CC(OC(=O)CCCN=C1NS(=O)(=O)c2ccccc21)C(=O)Nc1ccccc1F (stereo not given)
(16) COc1ccc(-c2cc(C(=O)NCc3cc(OC)c(OC)c(OC)c3)[nH]n2)cc1
Screen / compound no.	9	10	11	12	13	14	15	16
N370S GC mod	-10.0%	0.4%	-3.6%	3.3%	·	-14.2%	0.6%	·
FEN1 inhibitor	·	8.5%	1.3%	6.4%	7.5%	-18.7%	1.3%	-0.3%
TDP1 block	11.9%[56.1 µM]	·	8.0%	-5.5%	-0.2%	5.2%	0.3%	0.0%

(17) Cc1ccc2c(CC(=O)N(C)c3c(N)n(Cc4ccccc4)c(=O)[nH]c3=O)coc2c1
(18) COc1cccc(C2CC(c3cccc(C)c3)n3ncnc3N2)c1 (stereo not given)
(19) O=C(CN1CCOCC1)OCCCc1ccccc1
(20) Cc1cnc(C(=O)OCC(=O)Nc2cc(Cl)cc(Cl)c2)cn1
(21) COn1c(SCc2cccc(Cl)c2)nc2ccccc2c1=O
(22) S=C(N/N=C/c1ccccc1Cl)Nc1cccc(Cl)c1Cl
(23) CCCCn1c(N)c(N(CC(C)C)C(=O)c2cccc(S(=O)(=O)N3CCCCCC3)c2)c(=O)[nH]c1=O
(24) COc1ccc(C(=O)N/C=C/n2cnc3cc(C(F)(F)F)ccc32)cc1
Screen / compound no.	17	18	19	20	21	22	23	24
N370S GC mod	5.1%	0.1%	2.0%	3.5%	20.4%	6.8%	-4.1%	-5.7%
FEN1 inhibitor	-6.4%	-10.0%	2.7%	-5.4%	?	-14.0%	15.9%	-7.5%
TDP1 block	4.1%[0.505 µM]	4.3%	1.6%	2.9%	-14.2%	·	-2.5%[56.1 µM]	3.8%

Overlap with the part before: two compounds, followed by the next part.
(23) CCCCn1c(N)c(N(CC(C)C)C(=O)c2cccc(S(=O)(=O)N3CCCCCC3)c2)c(=O)[nH]c1=O
(24) COc1ccc(C(=O)N/C=C/n2cnc3cc(C(F)(F)F)ccc32)cc1
(25) O=C(OCC(=O)N1CCC(Cc2ccccc2)CC1)c1ccccc1O
(26) Clc1ccc(-c2nc3cc(CN4CCCCC4)ccc3o2)cc1
(27) CC1=C(C(=O)N2CCOCC2)C(c2ccc(O)cc2)NC(=S)N1 (stereo not given)
(28) O=P(Cc1ccccc1O)(c1ccccc1)c1ccccc1
(29) CCCC(=O)Nc1c(C(=O)OCC)[nH]c2ccccc12
(30) CCCN(c1ccc(C(C)C)cc1)S(=O)(=O)c1c(C)noc1C
(31) COc1ccc(-n2c(SC)nc3sc4c(c3c2=O)CCN(C)C4)cc1
(32) CCOc1cccc(CN2CCCC(C(=O)c3cccc(C(F)(F)F)c3)C2)c1O (stereo not given)
Screen / compound no.	23	24	25	26	27	28	29	30	31	32
N370S GC mod	-4.1%	-5.7%	·	-17.3%	12.2%	4.4%	10.5%	-10.8%	-9.5%	-9.8%
FEN1 inhibitor	15.9%	-7.5%	6.8%	2.1%	-3.5%	8.7%	10.1%	-5.1%	2.3%	8.5%
TDP1 block	-2.5%[56.1 µM]	3.8%	-4.2%	·	1.9%	2.7%	-3.3%	-5.9%	·	0.0%

(33) O=C(OC1CCCCC1)c1ccc2c(c1)C1C=CCC1C(C(=O)O)N2 (stereo not given)
(34) COc1ccc(COC(=O)C2=C(C)NC(=O)NC2c2ccccc2OC(C)C)cc1 (stereo not given)
(35) Cc1nn(C(C)C(=O)NCCCN2CCCCC2C)c(=O)c2c1sc1ccccc12 (stereo not given)
(36) Cc1ccc(C)c(OCCC(=O)Nc2cccc(S(=O)(=O)NC3=NCCCCC3)c2)c1
(37) Cc1ccc(N(CC(=O)Nc2cc(C)ccc2C)S(=O)(=O)c2c(C)noc2C)cc1
(38) COc1ccc(CCN2CC(C(=O)N3CCN(C(C)=O)CC3)CCC2=O)cc1 (stereo not given)
(39) COc1ccc(-c2csc(NC(=O)Cn3nc(C)cc3C)n2)cc1
(40) Cc1cccc(-n2nc([N+](=O)[O-])c(=NC3CCN(Cc4ccccc4)CC3)n2O)c1
Screen / compound no.	33	34	35	36	37	38	39	40
N370S GC mod	3.0%	-10.4%	-17.3%	·	·	-9.8%	-6.2%	-9.5%
FEN1 inhibitor	·	13.4%	-0.3%	0.4%	3.0%	5.8%	-0.7%	1.2%
TDP1 block	-5.3%	·	2.4%	2.6%	0.0%	1.4%	2.1%	1.2%

(41) CCOc1ccc(OCC)c(NS(=O)(=O)c2ccc3c(c2)CCN3C(=O)C2CCC2)c1
(42) Cc1cccc(NC(=S)N(CCN(C)C)Cc2cc3cc(C)cc(C)c3[nH]c2=O)c1
(43) CCNC(=O)C(=O)NCc1ccncc1
(44) CCc1cc(OCCN2C(=O)NC(C)(C)C2=O)ccc1Cl
(45) O=C(O)Cc1ccc(NS(=O)(=O)c2ccccc2Br)cc1
(46) CC(=O)Nc1ccc(NC(=O)C(C)n2c3ccccc3c3nc(=O)cc(C)n32)cc1 (stereo not given)
(47) Clc1cccc(-c2nnc3sc(-c4ccc5c(c4)OCO5)nn23)c1
(48) COCCNC(=O)Cn1cc(S(=O)(=O)Cc2ccccc2Cl)c2ccccc21
Screen / compound no.	41	42	43	44	45	46	47	48
N370S GC mod	5.7%	-3.5%	2.8%	2.1%	-0.2%	-13.3%	-7.4%	·
FEN1 inhibitor	17.6%&-0.2%	-3.4%	-19.4%	-1.9%	4.3%	6.5%	·	0.8%
TDP1 block	-2.3%&-2.3%	-1.4%	7.6%	4.0%	-2.7%	3.4%	0.0%	2.5%

(49) COc1cccc(-c2nc(CS(=O)(=O)CC(=O)NC3CCCC3)c(C)o2)c1
(50) CCOC(=O)c1sc(NC(=O)CCN2C(=O)C3CCCCC3C2=O)cc1C (stereo not given)
(51) COC(=O)Nc1nnc(Cc2ccc(OC)cc2)s1
(52) O=C(CSCC(=O)N1CCOCC1)Nc1nc(-c2ccc3c(c2)OCO3)cs1
(53) COc1cc(-c2ccc3c(=O)c4ccccc4n(C)c3c2)cc(OC)c1OC
(54) CCCNC(=O)Cc1c(OC)ccc2cc(Br)ccc12
(55) Cc1cccc(Cn2c(=O)n(Cc3ccc(C(=O)NC4CCN(Cc5ccccc5)CC4)cc3)c(=O)c3ccccc32)c1
(56) C=CCN1C(=O)C2(OCCCO2)c2cccc(Cl)c21
Screen / compound no.	49	50	51	52	53	54	55	56
N370S GC mod	-10.2%	·	5.7%	2.4%	5.0%	21.8%	·	-0.9%
FEN1 inhibitor	17.9%	-4.0%	1.8%	8.7%	-29.2%	4.8%	-18.0%	-10.6%
TDP1 block	11.6%	0.0%	2.9%	1.2%	·	1.9%	3.6%	·

(57) O=C(Nc1cccc(NC(=O)c2ncn[nH]2)c1)c1cccc(Cl)c1
(58) CN(C(=O)CSc1nnc(-c2ccccc2)o1)c1c(N)n(Cc2ccccc2)c(=O)[nH]c1=O
(59) CCOC(=O)c1c(C)oc2nc(C)nc(N3CCN(c4ccc(C(C)=O)cc4)CC3)c12
(60) CS(=O)(=O)N1CCN(S(=O)(=O)c2ccccc2[N+](=O)[O-])CC1
(61) CN1C(=O)Cc2cc(S(=O)(=O)NCCc3ccc(Cl)cc3)ccc21
(62) CCN(CC)S(=O)(=O)c1ccc2oc(SCC(=O)NC3CC3)nc2c1
(63) CS(=O)(=O)c1ccccc1C(=O)Nc1ccc(-c2nc3ccccc3o2)cc1
(64) CC(C)CNC(=O)C(=O)NNC(=O)C1CCCCC1
Screen / compound no.	57	58	59	60	61	62	63	64
N370S GC mod	3.3%	15.6%	·	3.8%	-1.6%	0.7%	-2.6%	-3.4%
FEN1 inhibitor	-1.2%	1.9%	-4.2%	-1.3%	-17.6%&-1.4%	7.7%	13.5%	-2.2%
TDP1 block	-0.6%	7.7%	6.3%	2.4%	1.1%&0.0%	-1.7%	0.4%	6.4%

(65) Cc1c(CCOC(=O)C2C3CC4CC(C3)CC2C4)sc[n+]1CC(=O)c1ccc(Br)cc1 (stereo not given)
(66) COc1ccc(C(=O)OCn2nnc3ccccc3c2=O)cc1
(67) N=c1oc2ccc3ccccc3c2cc1-c1nc(-c2ccccc2)cs1
(68) COc1ccc(NC(=O)CSc2ccccc2)c(OC)c1
(69) CC(=O)c1ccc(NS(=O)(=O)c2cccc(S(=O)(=O)c3ccc(Cl)cc3)c2)cc1
(70) CC(C)C(=O)N[C@H]1CCCN1C(=O)/C=C\c1ccccc1
(71) Cc1ccc2c(c1)[C@H]1OCC[C@H]1[C@@H](c1ccncc1)N2
(72) O=C(CN(c1ccccc1)S(=O)(=O)c1ccc(F)cc1)N1CCCCCC1
Screen / compound no.	65	66	67	68	69	70	71	72
N370S GC mod	-24.1%	2.7%	-11.2%	7.5%	·	3.9%[12.8 µM]	10.5%	8.1%
FEN1 inhibitor	14.1%&-2.5%	-0.3%	3.0%	-8.7%	-15.0%	·	-19.9%	4.2%
TDP1 block	-2.0%	-1.2%	5.4%	3.3%	1.3%[12.3 µM]	7.9%[21 µM]	3.7%	2.0%

(73) COC(=O)c1cc(Br)c(=O)n(Cc2ccc3c(c2)OCO3)c1
(74) COc1ccc2c(CCNC(=O)c3ccc([N+](=O)[O-])cc3)c[nH]c2c1
(75) O=C(O)COCC(=O)Nc1cc(C(F)(F)F)cc(C(F)(F)F)c1
(76) CC1=CC(C)(C)N(C(=O)CCl)c2cc(C)ccc21
(77) CCCC(C)NC(=O)Cn1c(=O)c2c(ncn2CCC(C)C)n(Cc2ccccc2)c1=O (stereo not given)
(78) Cc1csc(NC(=O)c2ccc3c(c2)OCO3)n1
(79) COc1cccc(N2CCN(c3ccc(S(=O)(=O)N4CCN(C)CC4)cc3[N+](=O)[O-])CC2)c1
(80) Cn1c(CN(O)S(=O)(=O)c2ccc(Cl)cc2)nnc1C(F)(F)F
Screen / compound no.	73	74	75	76	77	78	79	80
N370S GC mod	19.2%	-4.3%	2.3%	-8.5%	0.0%	-0.6%	·	-14.7%
FEN1 inhibitor	5.2%	-11.1%	-0.1%	5.2%	2.3%	-4.1%	7.9%	16.9%
TDP1 block	3.0%	2.9%	3.7%	-1.2%	6.4%	0.0%	9.9%	-5.3%

In another format: results already given
Each structure is followed by: N370S GC mod	FEN1 inhibitor	TDP1 block
74	COc1ccc2c(CCNC(=O)c3ccc([N+](=O)[O-])cc3)c[nH]c2c1
    -4.3%	-11.1%	2.9%
75	O=C(O)COCC(=O)Nc1cc(C(F)(F)F)cc(C(F)(F)F)c1
    2.3%	-0.1%	3.7%
76	CC1=CC(C)(C)N(C(=O)CCl)c2cc(C)ccc21
    -8.5%	5.2%	-1.2%
77	CCCC(C)NC(=O)Cn1c(=O)c2c(ncn2CCC(C)C)n(Cc2ccccc2)c1=O (stereo not given)
    0.0%	2.3%	6.4%
78	Cc1csc(NC(=O)c2ccc3c(c2)OCO3)n1
    -0.6%	-4.1%	0.0%

Assay outcomes from PubChem BioAssay.
